From PubChem BioAssay
CHOP inhibitor – blocks CHOP induction under ER stress; CHO-K1 CHOP-promoter luciferase, tunicamycin-induced, 15-18 h; inhibition, % at 10 µM; 3.8% of 220,000 active; AID 2732;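 active = compounds that reduced the stress-induced luciferase reporter signal by more than about 70% of percent inhibition, limit read from the data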;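 also: 0% = tunicamycin plus vehicle and 100% = wells without tunicamycin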
S1P4 ag – human S1P4 receptor agonism; activation, % at 4.98 µM; S1P4-expressing cell line, agonist reporter assay; O95977; AID 1509; 0.35% of 220,000 active; in the data active = activation above about 11%;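 also: 0% = DMSO vehicle and 100% = reference agonist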
EP2 modulator – modulators of human EP2 prostaglandin E2 receptor; P43116; EP2-expressing cells, cAMP HTRF FRET, PGE2 co-stimulation; induction, % at 25 µM; 0.83% of 260,000 active; AID 940;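 active = compounds whose cAMP rise, as percent of the full-agonist control response, exceeds 60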;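 also: rat C6 glioma line stably carrying human EP2 under a CMV promoter; the protocol text gives 20 µM as final concentration; 100% = response of wells given 1 µM PGE2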
Target sequence (P43116 whole entry, looked up): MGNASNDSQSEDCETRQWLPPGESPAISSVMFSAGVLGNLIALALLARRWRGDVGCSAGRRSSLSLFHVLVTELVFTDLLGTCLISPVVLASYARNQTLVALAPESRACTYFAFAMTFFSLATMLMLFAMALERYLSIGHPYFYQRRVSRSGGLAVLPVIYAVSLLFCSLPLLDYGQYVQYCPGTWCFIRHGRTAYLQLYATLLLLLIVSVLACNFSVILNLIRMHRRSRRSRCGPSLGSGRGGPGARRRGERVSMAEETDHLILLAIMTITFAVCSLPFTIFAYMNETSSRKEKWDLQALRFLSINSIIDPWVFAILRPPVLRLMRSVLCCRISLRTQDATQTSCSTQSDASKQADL
NPY2 pot ag – human NPY-Y2 potentiation or agonism, primary screen | P49146 | cells expressing NPY-Y2, potentiator/agonist read-out | activation, % at 3.6 µM | 0.45% of 220,000 active | AID 1359; in the data active = activation above about 27%;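 also: cells stimulated with NPY near EC25 plus isoproterenol at EC100; 0% = vehicle plus submaximal agonist and 100% = vehicle plus saturating agonist; some results beyond the cut were filed as inactive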
Target sequence (P49146 whole entry, looked up): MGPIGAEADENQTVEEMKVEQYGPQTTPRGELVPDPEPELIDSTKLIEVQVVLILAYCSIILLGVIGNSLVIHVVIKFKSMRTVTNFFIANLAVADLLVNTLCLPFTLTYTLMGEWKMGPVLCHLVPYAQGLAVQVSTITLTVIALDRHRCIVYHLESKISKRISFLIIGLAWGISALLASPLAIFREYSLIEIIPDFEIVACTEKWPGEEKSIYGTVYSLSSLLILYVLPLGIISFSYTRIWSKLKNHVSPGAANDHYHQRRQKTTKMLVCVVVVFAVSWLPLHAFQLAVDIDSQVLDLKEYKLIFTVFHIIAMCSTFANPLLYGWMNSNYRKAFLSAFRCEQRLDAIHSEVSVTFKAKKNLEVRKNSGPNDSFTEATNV
NPY-Y1 PAM-ag – potentiates or activates human NPY-Y1 receptor | 0.37% of 220,000 active | AID 1304 | NPY-Y1 expressing cells, potentiator/agonist activation | activation, % at 3.6 µM; in the data active = activation above about 33%, passing the limit was not always enough;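 also: cells stimulated with NPY at EC10 then isoproterenol at EC100; 0% = low agonist plus stimulus and 100% = saturating agonist plus stimulus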
Target sequence (P25929 whole entry, looked up): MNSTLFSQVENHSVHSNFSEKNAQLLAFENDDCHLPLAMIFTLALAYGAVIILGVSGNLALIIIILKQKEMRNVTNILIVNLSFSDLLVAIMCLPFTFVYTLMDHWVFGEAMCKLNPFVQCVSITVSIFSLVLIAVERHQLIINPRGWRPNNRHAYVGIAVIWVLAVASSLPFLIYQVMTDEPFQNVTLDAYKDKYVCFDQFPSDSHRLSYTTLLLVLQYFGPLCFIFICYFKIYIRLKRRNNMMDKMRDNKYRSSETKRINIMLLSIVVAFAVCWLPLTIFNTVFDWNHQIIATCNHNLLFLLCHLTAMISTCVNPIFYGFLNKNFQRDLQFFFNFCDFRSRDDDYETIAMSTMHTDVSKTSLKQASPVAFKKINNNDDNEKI
S1P4 antagonist – blocks the human S1P4 receptor; 0.26% of 220,000 active; inhibition, % at 4.98 µM; O95977; S1P4-expressing cells, antagonist mode, reporter read-out; in the data active = inhibition above about 29%;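 also: 0% = wells stimulated with agonist and 100% = vehicle wells without agonist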
NPY-Y1 antag – antagonists of human neuropeptide Y receptor Y1. 1% of 200,000 active. inhibition, % at 3.6 µM. AID 1040. HEK293-CNG Y1 cells, membrane potential fluorescence; NPY at EC95, then isoproterenol. P25929;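 active = inhibition above the campaign mean inhibition of all tested compounds plus 3 SD, cut at about 20% in these data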;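 also: 0% = DMSO wells given NPY plus isoproterenol and 100% = isoproterenol alone without NPY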
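Material: HEK293 cells with Y1 receptor plus CNG channel; times: compound incubation 1 h at room temperature, readout 45 min post-stimulation; signal: fluorescence, membrane potential probe; read-out basis: fluorescence ratio normalized to % inhibition between controls; benchmarks: full-block control isoproterenol-only wells, zero-block control NPY plus isoproterenol wells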
TRPML3 ag – human mucolipin-3 channel agonism; activation, % at 3 µM; Q8TDD5; HEK293 TRPML3-YFP, Fluo-8 calcium fluorescence; 100% = the carbachol control signal; 0.29% of 220,000 active;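 active = activation above its plate's cutoff, the mean activation of the plate's test wells plus 3 SD, cut at about 12% in these data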;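 also: 0% = DMSO only wells and 100% = carbachol wells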
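Material: HEK293 cells stably carrying human TRPML3-YFP; compound dosing: single dose, 3 µM final nominal compound, 0.3% DMSO final; incubation: 1-h 37 °C dye load, 5-s basal, 120-s post-compound reads; technique: Fluo-8 intracellular calcium fluorescence, excitation 470-495 nm, emission 515-575 nm; read-out basis: percent activation from peak-to-basal fluorescence ratio, scaled between DMSO and carbachol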
zfTRPN1 agonist – activates the zebrafish TRPN1 channel. HEK293 zebrafish TRPN1-YFP, Fluo-8 calcium fluorescence; 100% = response to 87 µM carbachol. activation, % at 3 µM. 0.18% of 220,000 active. AID 1424;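 active = activation above its plate's cutoff, the mean activation of test wells on that plate plus 3 SD, cut at about 19% in these data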;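 also: 0% = DMSO alone and 100% = 87 µM carbachol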
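Assay system: Zebrafish TRPN1-YFP in HEK293 cells | Incubation: Dye loading 1 h at 37 °C, then 30 min room temperature | Measured by: Kinetic Fluo-8 fluorescence, ex 470-495, em 515-575 nm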
The depositor's hits bear a star; / = no result given; & = joins results of further samples.

Letter code: A = CHOP inhibitor; B = S1P4 ag; C = EP2 modulator; D = NPY2 pot ag; E = NPY-Y1 PAM-ag; F = S1P4 antagonist; G = NPY-Y1 antag; H = TRPML3 ag; I = zfTRPN1 agonist
CCOC(=O)CSc1nc2cc3c(cc2cc1C)OCO3
  A: 15.0; B: 0.7; C: 58.4&58.1; D: -0.9; E: 11.1; F: -17.8; G: 1.2; H: -0.8; I: -0.5
CCOc1ccc(NC(=O)CN(C)CC(=O)Nc2ccccc2C#N)cc1OCC
  A: -15.7; B: 1.2; C: 11.4; D: -2.2; E: 5.8; F: 8.4; G: 4.8; H: 0.5; I: 2.2
CCOC(=O)c1ccc(NC(=S)N2CCN(CCNC3=CC(=O)CC(C)(C)C3)CC2)cc1
  A: 14.1; B: -2.7; C: -26.6; D: -2.2; E: -4.2; F: 5.5; G: -2.2; H: -0.1; I: -1.0
O=C(O)/C=C/C(=O)NCc1cn(-c2ccccc2)nc1-c1cccc(Br)c1
  A: -0.8; B: 0.3; C: -22.4; D: -7.4; E: 5.3; F: -14.8; G: -0.9; H: 1.1; I: -0.5
COc1cccc(OC)c1CN1CCCC(C(=O)c2ccccc2SC)C1 (stereo not given)
  A: 16.3; B: 1.4; C: -36.5; D: -12.9; E: -17.2; F: -11.1; G: 18.9; H: 0.8; I: 0.1
CN(C)CCNC(=S)Nc1ccc(F)c(F)c1F
  A: 8.2; B: -2.1; C: -19.5; D: 18.0; E: -4.1; F: -4.7; G: 3.5; H: 0.8; I: 0.5
CCCC(Oc1ccc(Br)cc1)c1nc2c3cc(OC)c(OC)cc3nc(=S)n2[nH]1 (stereo not given)
  A: -50.7; B: -0.1; C: 2.5; D: -17.2; E: -5.3; F: -16.1; G: 0.5; H: -0.1; I: -0.6
Cc1ccc(/C=C/C(=O)Nc2cc(C)on2)cc1
  A: 3.3; B: -0.2; C: -2.4; D: -10.2; E: -9.4; F: -6.5; G: 7.9; H: 0.1; I: 0.1
Cc1cc(C)c(C)c(OCCOCCNCc2ccccc2)c1
  A: -6.3; B: -1.2; C: -8.1; D: -4.3; E: -27.4; F: -27.9; G: 8.5; H: 2.6; I: 1.2
CCN1CCCC1Cn1cnc2c([nH]c3cc(OC)ccc32)c1=O (stereo not given)
  A: 10.5; B: 1.9; C: -7.0; D: -1.8; E: -15.9; F: -1.9; G: 2.3; H: 1.1; I: -0.4
CCOC(=O)COc1ccc2c(C#N)c3ccccn3c2c1
  A: 6.2; B: 2.1; C: -35.5; D: 4.2; E: 6.3; F: 6.7; G: 1.0; H: 0.5; I: -1.2
O=C1Nc2ccccc2C12OC1CCCCC1O2 (stereo not given)
  A: 12.4; B: 0.2; C: 7.9; D: -12.6; E: -3.4; F: 0.2; G: -0.7; H: 0.1; I: 0.9
C=CCn1c(COc2cccc(C)c2)nnc1SCC(=O)c1c[nH]c2c(CC)cccc12
  A: 22.6; B: 0.8; C: 20.3; D: -3.3; E: 5.9; F: 6.8; G: 3.6; H: 0.9; I: 0.9
COc1ccc(N/C=C/C(=O)c2ccc3c(c2)OCO3)cc1OC
  A: 44.4; B: 4.1; C: -37.8; D: -9.9; E: -57.6; F: 3.5; G: 6.1; H: -0.1; I: 0.8
CCN(CC)CCNCc1ccc(OCc2ccc(Cl)nc2)c(OC)c1
  A: -40.0; B: 0.0; C: 11.1; D: 0.4; E: 0.1; F: 5.3; G: 13.7; H: 1.0; I: -1.0

Additional structures.
Letter code: A = CHOP inhibitor; B = S1P4 ag; C = EP2 modulator; D = NPY2 pot ag; E = NPY-Y1 PAM-ag; F = S1P4 antagonist; G = NPY-Y1 antag; H = TRPML3 ag; I = zfTRPN1 agonist
CC(C)Oc1ccc(C(=O)NC2(C(F)(F)F)NC(=O)N(CCCc3ccccc3)C2=O)cc1 (stereo not given)
  A: 67.0; B: 1.2; C: -8.1; D: 0.3; E: -14.5; F: -11.9; G: 1.6; H: 0.1; I: -0.1
CCOC(=O)c1[nH]c2ccccc2c1NC(=O)CCN1CCN(C(=O)OCC)CC1
  A: /; B: 2.9; C: /; D: 4.6; E: -4.6; F: -2.2; G: -2.7; H: 0.7; I: -0.7
CC(C)(C)NC(=O)CCc1nnc(Cc2c[nH]c3ccccc23)o1
  A: 5.4; B: -1.6; C: -44.6; D: -12.3; E: 15.3; F: -17.7; G: 5.6; H: 0.1; I: 0.1
CC(C)c1ccc(-c2nnc(N)s2)cc1
  A: -8.6; B: 0.3; C: 4.3; D: 3.3; E: -0.4; F: 5.0; G: 0.5; H: 0.3; I: -0.9
O=C(Cc1ccccc1)NC(c1ccco1)c1c(O)ccc2ccccc12 (stereo not given)
  A: -3.6; B: 0.8; C: 31.2; D: -18.8; E: 4.8; F: -18.8; G: 3.6; H: -1.2; I: -3.0
COc1cc(/C=C2\OC(=O)c3c(OC)cccc32)ccc1O
  A: 25.1; B: 0.4; C: 3.0; D: -0.3; E: 16.5; F: -8.4; G: 1.6; H: 0.3; I: -0.3
CCOC(=O)c1cccc(P(C)(C)=O)c1
  A: 20.4; B: 0.6; C: 17.1; D: 11.5; E: 11.8; F: -10.3; G: 2.8; H: 1.3; I: 0.6
COC(=O)c1[nH]c2ccc(F)cc2c1NC(=O)CCN1CCN(Cc2ccc3c(c2)OCO3)CC1
  A: /; B: -0.6; C: /; D: -6.5; E: -21.5; F: -17.7; G: 2.7; H: 0.7; I: 1.7
COc1ccc(C(=O)OCC(=O)Nc2cc(C)on2)c(OC)c1OC
  A: 8.1; B: 0.7; C: -0.3; D: 4.4; E: -4.5; F: 0.9; G: -2.6; H: 0.4; I: 0.8
COc1ccc(CCNC(=S)NC(=O)c2c(-c3ccccc3Cl)noc2C)cc1OC
  A: 21.7; B: 1.3; C: -12.9; D: -18.3; E: -13.9; F: -4.3; G: /; H: -0.2; I: -1.4
CC(C)Cn1cnc2c(c1=O)c1nc3ccccc3nc1n2Cc1ccc2c(c1)OCO2
  A: -1.7; B: 2.8; C: 15.7; D: 12.2; E: -0.3; F: -30.6; G: -0.3; H: 0.7; I: 0.6
CCOc1ccccc1-n1c(SCC(N)=O)nnc1-c1ccccc1
  A: -21.1; B: 1.4; C: -3.9; D: 16.4; E: 12.6; F: -11.0; G: 1.3; H: -0.3; I: -0.8
COc1cc(Cl)c(C)cc1NC(=O)CNC(C)c1ccccc1OC (stereo not given)
  A: 43.0; B: 0.5; C: -2.3; D: -15.0; E: -8.6; F: -5.2; G: 9.1; H: -1.2; I: -2.2
COC(=O)Nc1nnc(/C=C/c2ccc(OC)cc2)s1
  A: -25.8; B: -0.7; C: -6.8; D: -19.4; E: -19.2; F: -3.9; G: 0.2; H: 0.4; I: -1.0
COc1ccccc1C(=O)Nc1ccc(-c2nnc(SCC(=O)O)n2C)cc1
  A: -5.9; B: 0.4; C: 3.2; D: 7.8; E: 9.4; F: -8.8; G: -1.8; H: 0.4; I: 1.3

Molecules from the list above that have fluorine, in the order listed:
Letter code: A = CHOP inhibitor; B = S1P4 ag; C = EP2 modulator; D = NPY2 pot ag; E = NPY-Y1 PAM-ag; F = S1P4 antagonist; G = NPY-Y1 antag; H = TRPML3 ag; I = zfTRPN1 agonist
CN(C)CCNC(=S)Nc1ccc(F)c(F)c1F
  A: 8.2; B: -2.1; C: -19.5; D: 18.0; E: -4.1; F: -4.7; G: 3.5; H: 0.8; I: 0.5
CC(C)Oc1ccc(C(=O)NC2(C(F)(F)F)NC(=O)N(CCCc3ccccc3)C2=O)cc1 (stereo not given)
  A: 67.0; B: 1.2; C: -8.1; D: 0.3; E: -14.5; F: -11.9; G: 1.6; H: 0.1; I: -0.1
COC(=O)c1[nH]c2ccc(F)cc2c1NC(=O)CCN1CCN(Cc2ccc3c(c2)OCO3)CC1
  A: /; B: -0.6; C: /; D: -6.5; E: -21.5; F: -17.7; G: 2.7; H: 0.7; I: 1.7

(list continues)
Letter code: A = CHOP inhibitor; B = S1P4 ag; C = EP2 modulator; D = NPY2 pot ag; E = NPY-Y1 PAM-ag; F = S1P4 antagonist; G = NPY-Y1 antag; H = TRPML3 ag; I = zfTRPN1 agonist
COc1cc(/C=N/NC(N)=O)ccc1OC(=O)c1ccc(C)cc1
  A: 43.9; B: -1.7; C: 26.3; D: -6.9; E: -8.9; F: -0.2; G: 1.6; H: -0.4; I: 1.5
Cc1cccc(C(C)C)c1NC(=O)COC(=O)COc1ccc2c(C)cc(=O)oc2c1
  A: -6.9; B: -0.4; C: 21.9; D: -6.5; E: -12.5; F: -14.9; G: 7.5; H: -0.1; I: 0.7
COc1cc(/C=N/NC(=O)COc2c(C)cc([N+](=O)[O-])cc2C)ccc1OC(=O)c1ccccc1Br
  A: 76.3*; B: 0.7; C: -33.7; D: 7.2; E: 5.8; F: 0.1; G: -1.6; H: 0.6; I: -0.5
NC(=O)CC[C@@H]1NC(=O)[C@@H]2CCCN2C(=O)c2cc([N+](=O)[O-])cc(I)c2NCCCC[C@@H](C(=O)NC(CC(=O)O)C(N)=O)NC1=O (stereo not given in full)
  A: 3.9; B: 0.2; C: 28.1; D: -6.6; E: -10.1; F: 4.5; G: 1.5; H: 0.8; I: 1.1
COc1ccc(NC2=NCCC2)cc1
  A: 16.5; B: -4.0; C: -13.2; D: 7.0; E: 6.1; F: 0.8; G: 5.7; H: 0.0; I: 1.0
Cc1c(NC2=CC(=O)CC(C)(C)C2)c(=O)n(-c2ccccc2)n1C
  A: 2.9; B: 1.8; C: 10.3; D: 11.4; E: -6.9; F: -6.1; G: 2.8; H: 0.9; I: 0.0
CCCCOC(=O)Nc1nc2ccc([N+](=O)[O-])cc2s1
  A: -13.8; B: 0.5; C: -1.8; D: 5.7; E: 4.2; F: 8.8; G: 3.8; H: 0.0; I: 0.0
Cc1cccc(NC(=S)Nc2ccc3cn[nH]c3c2)c1
  A: -3.6; B: -0.7; C: 9.7; D: 8.3; E: 11.2; F: -11.4; G: 1.0; H: 0.8; I: 2.1
O=C(CCSCCc1ccccn1)Nc1ccc(Br)cn1
  A: 14.5; B: -6.2; C: -10.5; D: 2.5; E: 4.3; F: -22.2; G: -6.2; H: 0.3; I: 0.6
CC(=O)C1=C(c2ccccc2)NC(=S)NC1c1ccc(O)c(O)c1 (stereo not given)
  A: 14.7; B: 0.8; C: 13.2; D: 4.3; E: 8.9; F: -20.2; G: -3.4; H: -0.2; I: 0.3
CCCn1c(SCC(=O)C(C)(C)C)nc2ccccc21
  A: 11.7; B: 1.1; C: 16.7; D: 3.5; E: -7.0; F: -6.5; G: 0.0; H: 0.0; I: -1.7
C=CCOc1ccc(/C(O)=C2/C(=O)C(=O)N(CCCN3CCOCC3)C2c2ccc(OC)cc2)cc1 (stereo not given)
  A: 26.7; B: -0.8; C: 37.4; D: 1.1; E: 19.7; F: -13.9; G: 4.3; H: -0.2; I: -0.4
Cc1cc(Cl)ccc1C(=O)C1CCCN(C(=O)c2n[nH]c3c2CCCC3)C1 (stereo not given)
  A: 8.8; B: -0.7; C: -15.5; D: -6.5; E: -7.6; F: -4.2; G: 6.7; H: 0.6; I: 1.1
CC(C)C(=O)Nc1cccc(-c2cn3ccsc3n2)c1
  A: 12.6; B: 0.8; C: -7.0; D: 5.5; E: 1.6; F: -1.1; G: 3.2; H: 0.7; I: 0.0
